RPL19A TOR yeast – alters RPL19A-GFP fluorescence in TOR pathway yeast screen. S. cerevisiae RPL19A-GFP strain, flow cytometry, 3 h; active compounds read low. percent response vs DMSO, % at 10 µM. 330,000 compounds, 0.3% hits. AID 2025;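 active means percent response vs DMSO below 50%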;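 further: median channel GFP fluorescence of the barcoded RPL19A-GFP strain; ratio of sample median GFP to plate DMSO average so 100% = DMSO; lower means less RPL19A-GFP as with rapamycin TOR inhibition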
GASC-1 inh – human JMJD2C demethylase inhibition; AID 2099; 330,000 compounds, 0.069% hits; GST-JMJD2C(1-420) H3K9me3 demethylation, DELFIA europium; inhibition, % at 2.35 µM;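 active means more than half of a compound's replicate wells show inhibition beyond 50%, single wells judged on their own value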;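 further: signal counts dimethyl H3K9 product captured on neutravidin plate; 0% = median of DMSO wells and 100% = 0.3 times that DMSO median; strong numbers were not always called active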
Target sequence (Q9H3R0 1-420 limits assumed): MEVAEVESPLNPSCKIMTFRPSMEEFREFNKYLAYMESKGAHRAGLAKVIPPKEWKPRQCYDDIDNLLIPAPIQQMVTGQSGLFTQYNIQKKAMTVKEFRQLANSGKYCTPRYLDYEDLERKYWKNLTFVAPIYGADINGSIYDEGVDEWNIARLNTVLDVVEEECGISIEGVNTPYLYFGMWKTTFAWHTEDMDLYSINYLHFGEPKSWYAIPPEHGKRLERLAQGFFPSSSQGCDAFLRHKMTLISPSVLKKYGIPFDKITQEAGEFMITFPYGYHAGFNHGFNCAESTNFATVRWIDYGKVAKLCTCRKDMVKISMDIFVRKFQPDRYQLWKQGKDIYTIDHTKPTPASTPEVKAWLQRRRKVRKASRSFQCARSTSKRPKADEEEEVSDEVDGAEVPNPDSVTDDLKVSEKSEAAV
CR mimetic SO – caloric restriction mimetics inhibiting age-related superoxide in yeast; S. cerevisiae aged cells, superoxide DHE fluorescence; active compounds read low; superoxide response (% of plate mean), % at 10 µM; 330,000 compounds, 0.18% hits;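 active means superoxide response under a set limit, about three screen SD below normal, cut at about 65% in these data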;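 further: yeast aged for seven days with compound at 30 °C before DHE staining; 100% = average MFI of all compound-treated wells on the plate with controls excluded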
proCasp7 act – counter-screen for procaspase-3 activators: activators of human procaspase-7. recombinant procaspase-7, Ac-DEVD-pNA absorbance 405 nm; D23A/D198A/D206A triple mutant, cannot self-cleave; scale: DMSO 0, 5 µM enzyme 100. activation, % at 8.5 µM. P55210. AID 463210. 330,000 compounds, 0.093% hits;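 active means percent activation above the screen-wide mean plus 3 SD, cut at about 25% in these data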
Target sequence (P55210 whole entry D23A/D198A/D206A): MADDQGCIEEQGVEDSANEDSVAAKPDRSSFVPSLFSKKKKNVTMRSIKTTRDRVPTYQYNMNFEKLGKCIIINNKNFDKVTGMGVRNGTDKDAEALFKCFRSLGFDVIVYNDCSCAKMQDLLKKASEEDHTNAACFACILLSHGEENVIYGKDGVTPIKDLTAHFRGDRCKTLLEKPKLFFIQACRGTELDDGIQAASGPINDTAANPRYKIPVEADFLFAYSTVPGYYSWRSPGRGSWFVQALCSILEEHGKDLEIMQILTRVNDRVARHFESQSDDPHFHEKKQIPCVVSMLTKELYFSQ
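Detection: p-Nitroaniline absorbance at 405 nm, read at 0 and 120 min; system: Uncleavable procaspase-7 mutant enzyme; evaluation: % activation from two-timepoint absorbance difference, scaled to controls; times: 1 h enzyme–compound preincubation and 2 h substrate reaction, both 25 °C; buffer or medium: Zinc-free HEPES pH 7.4 with 300 mM NaCl, 0.01% Triton X-100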
procasp3 activ – activates human procaspase-3. activation, % at 8.5 µM. 330,000 compounds, 0.11% hits. recombinant procaspase-3 D3A, Ac-DEVD-pNA absorbance 405 nm. AID 463141. P42574;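 active means activation above the mean of all tested compounds plus 3 SD, cut at about 21% in these data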;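 further: 0% = DMSO alone and 100% = DMSO wells spiked with extra 5 µM PC-3 D3A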
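assay system = Procaspase-3 D3A mutant | signal = absorbance at 405 nm, 0 and 120 min | times = 1 h preincubation plus 2 h reaction at 25 °C | repeats = single replicate | read-out = % activation between DMSO and enzyme-spiked controls | medium = Zinc-free HEPES saline buffer with Triton X-100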
AHR act – activates the human aryl hydrocarbon receptor. AHR-responsive luciferase reporter cells, luminescence. activation, % at 5 µM. P35869. 320,000 compounds, 2.5% hits; in the data active means activation above about 47%;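 further: 0% = vehicle wells and 100% = reference agonist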
LAP4-GFP MLPCN – modulators of TOR pathway LAP4-GFP in S. cerevisiae. S. cerevisiae LAP4-GFP multiplex, flow cytometry GFP, 3 h; median GFP as percent of DMSO wells. GFP response vs DMSO, % at 10 µM. 320,000 compounds, 0.34% hits;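 active means GFP response vs DMSO above a set limit, about the screen mean plus 3 SD, cut at about 150% in these data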
MEP2-GFP yeast – alters MEP2-GFP fluorescence in TOR pathway yeast screen; GFP response vs DMSO, % at 10 µM; 330,000 compounds, 0.51% hits; AID 2016; S. cerevisiae MEP2-GFP strain, flow cytometry GFP, 3 h; 100% = DMSO control level;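 active means GFP response versus DMSO above a set limit, roughly screen mean plus 3 SD, cut at about 180% in these data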;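 further: median GFP fluorescence of the barcode-gated MEP2-GFP cells per well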
* hit, by the source's call; · = not tested or not shown; & = joins results of further samples; [ ] = dose if it differs, or a comment. Not a hit list; 3.8% or so of the library scored in one or more.

Compound,RPL19A TOR yeast,AHR act,LAP4-GFP MLPCN,procasp3 activ,MEP2-GFP yeast,CR mimetic SO,proCasp7 act,GASC-1 inh
C/C(CC1(O)C(=O)N(Cc2ccccc2)c2ccccc21)=N\O (centres undefined),96,8,94,-7,94,111,-6,20
Cc1cc(S(=O)(=O)N2CCCC(C)C2)ccc1-n1cnnn1 (centres undefined),101,-1,100,-4,99,85,-4,-4
CCN(CC)c1ccc(NC(=O)C2=CC=CN3CCS(=O)(=O)N=C23)cc1,93,4,100,-2,97,98,5,6
COc1ccc(C(=O)N/N=C(\C)c2cccc(NC(=O)c3ccc(F)cc3)c2)c(OC)c1,98,3,101,-1,100,84,-1,13
CC(=O)Nc1nnc(-c2ccccn2)o1,100,4,103,-3,103,100,-6,-6
Cc1ccc(S(=O)(=O)OCCC2=CC(=O)CCN2Cc2ccccc2)cc1,103,1,110,15,105,99,2,·
CCOC(=O)c1c(C)nc(C)c(C(=O)OCC)c1-c1cccc(N)c1,100,8,105,-8,98,98,-1,-1
Cc1nn(-c2ccccc2)c(C)c1/C=N/n1c(-c2ccncc2)n[nH]c1=S,101,27,92,-6,111,96,-11,-4
C=CCCC(=O)Nc1nc(C)c(-c2csc(Nc3cc(Cl)ccc3OC)n2)s1,105,72*,109,-2,92,95,2,-5
O=C(NCc1ccccc1)C(=O)NCC1COc2ccccc2O1 (centres undefined),101,-2,105,0,106,88,3,4
CCCc1ccc2oc(C(=O)NCCN3CCCC(C(N)=O)C3)c(C)c2c1 (centres undefined),99,1,103,2,108,101,4,-3
CC1(C)OC(=O)N(NCc2ccccc2)C1(C)O (centres undefined),102,0,98,-1,104,76,-2,0
Cc1ccc2cccc(OCc3ccc(Br)cc3)c2n1,101,73*,112,0,108,97,-1,1
CCOC(=O)COc1nc(-c2ccccc2)cc(-c2ccco2)c1C#N,102,-2,109,11,105,114,2,-4
O=C(CNC(=O)c1ccccc1)OCC(=O)c1ccc(Cl)s1,96,0,190*,-2,109,91,-3,9
O=C(CSc1nc2[nH]c(=O)cc(O)c2s1)Nc1ccc(Cl)c(C(F)(F)F)c1,105,-1,104,0,101,88,-18,5
O=C(CSc1nnc(-c2ccccc2)o1)NC1CC1,103,7,110,8,102,103,-3,0
C[C@H](NC(=O)C1CCN(S(=O)(=O)c2ccccc2)CC1)C(=O)NCc1ccc(F)cc1,96,-2,93,4,102,97,0,3
CCOc1ccccc1N(CC(=O)N1CCc2ccccc2C1)S(C)(=O)=O,105,10,93,6,110,102,3,6
CC1CN(CC(=O)Nc2ccc(S(N)(=O)=O)cc2)CC(C)O1 (centres undefined),96,-1,94,-4,97,81,10,-4
CC(=O)Nc1sc2c(c1C#N)CCC(C)C2 (centres undefined),97,6,100,-2,105,107,0,-5
CCC(Oc1ccccc1)C(=O)Nc1ccccc1N1CCCC1 (centres undefined),103,9,100,4,103,124,5,17
COc1ccc([C@H]2CC(=O)C=C(c3ccc4c(c3)OCO4)C2)cc1,101,20,126,-2,112,91,2,5
Cc1cc(C)nc(N2CCN(c3ccc(F)cc3)CC2)n1,99,·,95,·,108,98,·,10
COc1ccc(NC(=O)C2CCCN(S(=O)(=O)c3cccnc3)C2)c(OC)c1 (centres undefined),95,5,97,0,92,104,-1,16
O=C(Nc1ccc(C(=O)N2CCCC2)cc1)c1cccc(C(F)(F)F)c1,105[may fluoresce green],4,125[may fluoresce green],14,133[may fluoresce green],103,5,-3
COc1ccc(NS(=O)(=O)c2ccc(C)c(C(=O)NCC(c3ccco3)N3CCCCC3)c2)cc1 (centres undefined),98,-1,99,3,97,102,5,9
CN1CCCCCC1=NC1=C(C#N)CCCC1,95,1,103,10,108,113,11,2
O=[N+]([O-])c1ccc(Oc2ccc(S(=O)(=O)Nc3ccccc3)cc2)cc1,105,8,80,-6,92,85,1,18
CCc1c(O)cc2n(c1=O)-c1ccc(Cl)cc1C2(C)C,106,8,112,2,101,94,8,-2

Marked active in AHR act, of those listed so far:
structure,RPL19A TOR yeast,AHR act,LAP4-GFP MLPCN,procasp3 activ,MEP2-GFP yeast,GASC-1 inh
C=CCCC(=O)Nc1nc(C)c(-c2csc(Nc3cc(Cl)ccc3OC)n2)s1,105,72*,109,-2,92,-5
Cc1ccc2cccc(OCc3ccc(Br)cc3)c2n1,101,73*,112,0,108,1

Next part
Compound,RPL19A TOR yeast,AHR act,LAP4-GFP MLPCN,procasp3 activ,MEP2-GFP yeast,CR mimetic SO,proCasp7 act,GASC-1 inh
Cc1cccc(OCC(=O)N/N=C/C=C/c2ccco2)c1,93,2,121,0,94,107,-7,-7
Cc1ccc2nc(SCC(=O)Nc3ccc4sc(C)nc4c3)c(C#N)cc2c1,100,8,101,-2,104,103,-9,0
COc1ccc(OCCCC(=O)NCc2ccco2)cc1,98,-1,98,2,103,95,11,2
COC(=O)C(NS(=O)(=O)c1ccc(C)cc1)c1ccccc1 (centres undefined),103,1,90,4,102,145,6,-18
COc1ccccc1N1CCN(CCCCOc2c(OC)cccc2OC)CC1,104,1,107,5,105,89,-3,0
Cc1cccc(N(CC(=O)NC2CCCCC2)C(=O)c2ccc(C)s2)c1,98,-2,105,-1,103,94,6,33
O=C(COC(=O)c1ccco1)NC1CCCC1,91,-2,85,4,98,93,-3,-15
Nc1nc(-c2ccccc2)c(-c2ccccc2)o1,105,2,106,3,96,105,-1,16
CCOC(=O)C1(CCOc2ccccc2)CCN(Cc2ccc(OC)cc2)CC1,105,-3,95,-2,108,85,7,-3
Nc1ccc2nc3c(c(Cl)c2c1)CCCC3,96,1,106,3,93,107,5,2
CCN=C1SC(C(=O)Nc2cccc(Cl)c2)CC(=O)N1CC (centres undefined),94,8,91,-6,93,122,-2,-9
COc1ccc(C(=O)Nc2cc(Cl)cc(Cl)c2)c(OC)n1,101,5,101,5,105,104,3,0
COc1cc(CNc2ccc(N3CCOCC3)cc2)cc(Br)c1OC,101,6,97,1,100,91,-12,22
COc1ccccc1CNC(=O)CCNC(=O)Cn1ccc2ccccc2c1=O,101,0,101,2,112,92,2,9&7
CC(C)COc1ccc(C(=O)Nc2ccc(NC(=O)c3ccco3)c(Cl)c2)cc1,100,4,95,3,97,112,4,-13
COc1ccc(C(O)Cn2cc([N+](=O)[O-])nc2C)cc1 (centres undefined),96,0,101,4,90,88,2,0
Cc1cc(F)c(F)cc1C(=O)N1CCCC1,103,1,90,4,104,95,2,-9
CC(C)CCc1noc(CN2CCN(CC(=O)NC(C)C)CC2)n1,98,3,95,2,92,101,6,-3
Cc1cccc(NC(=O)CSc2nnc(C)c(C)n2)c1,105,1,90,-4,94,106,0,-4
CCOC(=O)C1=C(COC(=O)COc2ccccc2C=O)NC(=O)NC1C (centres undefined),104,0,102,7,101,103,1,-5
CCOc1ccccc1C1N(c2ccc(OC)cc2)C(=O)C2CCCN21 (centres undefined),97,0,103,9,103,110,-3,10
Cc1cc(C(=O)COC(=O)C2=NNC(=O)CC2)c(C)n1-c1ccccc1,104,-3,102,0,105,100,1,6
Cc1ccc(-c2cc(C(F)(F)F)nn2-c2ccc(S(N)(=O)=O)cc2)cc1,108,-3,110,10,103,105,4,-21
O=C(NCc1ccc(F)cc1)c1ccc2c(=O)n3c(nc2c1)CCCCC3,98,-1,103,2,101,108,5,-8
CNc1nc(-c2ccc3c(c2)CCN3C(=O)CC(C)(C)C)c(C)s1,93,1,100,-7,97,101,-7,-3
COc1ccc(OC)c(C(=O)NC(CC(N)=O)c2ccc(NCCOc3ccccc3)c([N+](=O)[O-])c2)c1 (centres undefined),103,4,110,-11,94,106,-9,10
Oc1cccc(/C=N/N=C/c2cccc(O)c2O)c1O,100,0,90,-5,106,107,9,4
O=C(NCCc1c[nH]c2ccccc12)c1cnc2sccn2c1=O,100,30,98,15,106,97,2,-12
Cc1ccc(C(=O)Nc2ccc(N3CCN(C(=O)c4ccco4)CC3)cc2)c(Cl)c1,96,-5,82,5,73,91,7,195
CCCCNC(=O)CSc1nccn1Cc1ccccc1,92,1,96,3,91,96,-8,1
CCOC(=O)c1ccc(NC(=O)c2nc[nH]c2C(=O)NCC(=O)OC(C)(C)C)cc1,102,16,137,5,92,97,5,17
O=C(CN(CCc1ccccc1)C(=O)CNS(=O)(=O)c1ccc(F)cc1)NCC1CCCO1 (centres undefined),115,0,109,-1,112,93,3,-5&-1
c1ccc(-n2nnnc2SCc2cccc(CSc3nnnn3-c3ccccc3)n2)cc1,93,1,89,8,96,105,5,5
COc1cc(/C=N/n2cnnc2)ccc1OCc1ccc(C)cc1,94,7,91,0,101,94,0,8
Cc1[nH]c(=O)c(C#N)c(C)c1CCC(=O)Nc1cc(S(C)(=O)=O)ccc1Cl,99,1,91,5,103,94,-2,-10

An excerpt from above in order of heavy-atom count, lowest first.
Compound,RPL19A TOR yeast,AHR act,LAP4-GFP MLPCN,procasp3 activ,MEP2-GFP yeast,CR mimetic SO,proCasp7 act,GASC-1 inh
CCCCNC(=O)CSc1nccn1Cc1ccccc1,92,1,96,3,91,96,-8,1
Cc1[nH]c(=O)c(C#N)c(C)c1CCC(=O)Nc1cc(S(C)(=O)=O)ccc1Cl,99,1,91,5,103,94,-2,-10
CCOC(=O)c1ccc(NC(=O)c2nc[nH]c2C(=O)NCC(=O)OC(C)(C)C)cc1,102,16,137,5,92,97,5,17
